# FID counter: counter-screen for HCV NS3 helicase inhibitors: DNA intercalator displacement. inhibition, % at 7.9 µM. AID 1845. 290,000 compounds, 0.17% hits. DNA fluorescent intercalator displacement, fluorescence; in the data active = inhibition above about 37%;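 note: 0% = vehicle and 100% = reference compound; higher means more ethidium bromide displaced from hairpin DNA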
# PfM18AAP inh: PfM18AAP enzyme inhibition; 290,000 compounds, 1.2% hits; recombinant PfM18AAP, H-Glu-NHMec fluorogenic cleavage; inhibition, % at 7.35 µM;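 active = inhibition above the campaign mean inhibition over all tested compounds plus 3 SD, cut at about 28% in these data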;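 note: 0% = plate median of test compound wells and 100% = 2 mM ZnCl2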
# MEKK2 WT-MEK5: raises or lowers MEK5 binding to wildtype human MEKK2 PB1 domain. Q9Y2U5. AID 1531. bead flow cytometry, Alexa488-MEK5 binding to MEKK2 WT; actives lie on both sides. binding response (% of control), % at 10 µM. 290,000 compounds, 1.1% hits; in the data active = binding response below about 67% or above about 130%
# MEKK2 mut-MEK5: signal of MEK5 binding to mutant human MEKK2 PB1 domain. bead flow cytometry, Alexa488-MEK5 binding to MEKK2 mutant. percent response, % at 10 µM. 290,000 compounds, 0.35% hits; in the data active = percent response above about 24%, passing the limit was not always enough; note: inactives centre near 1; some results filed as inactive read as strong as hits
# NS3 helicase inh: blocks Hepatitis C virus NS3 helicase unwinding; NS3 helicase DNA unwinding, Cy5 molecular beacon fluorescence; 290,000 compounds, 0.56% hits; AID 1800; inhibition, % at 10.9 µM;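 active = inhibition above the mean of all tested compounds plus 3 SD, set per campaign, cut at about 35% in these data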;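 note: 0% = DMSO wells and 100% = thioflavine S control wells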
#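 Control set: DMSO versus 110 µM thioflavine S; Material: NS3 helicase fragment of HCV; Measured by: Cy5 fluorescence at 0 and 60 min, beacon hairpin quenching; Read-out basis: percent inhibition from t60/t0 fluorescence ratio; Times: reaction time 60 min, 25 °C; Repeats: single replicate; Compound dosing: single dose, 10.9 µM nominal final, DMSO 0.8% final.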
# NALP1 yeast inh: NALP1 inhibition; 280,000 compounds, 0.61% hits; inhibition, % at 10 µM; S. cerevisiae NALP1/ASC/caspase-1 growth, X-gal OD620, 72 h; in the data active = inhibition mostly above about 24%, no sharp cut-off; inactive = mostly below about 32%; note: some compounds called inactive have numbers as strong as hits
# UBC9 SUMO inh: SUMOylation inhibition | 290,000 compounds, 0.36% hits | P63279 | inhibition, % at 35 µM | HTRF SUMOylation assay, SAE1/SAE2 + UBC9, in vitro | AID 2006; in the data active = inhibition above about 50%, passing the limit was not always enough; note: strong numbers were not always called active
# Target sequence (P63279 whole entry, looked up): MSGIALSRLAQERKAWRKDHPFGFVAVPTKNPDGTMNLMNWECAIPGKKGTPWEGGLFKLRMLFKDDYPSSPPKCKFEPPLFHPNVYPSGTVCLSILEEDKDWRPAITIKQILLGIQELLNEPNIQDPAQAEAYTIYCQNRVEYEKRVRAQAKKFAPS
# VIM-2 inh: inhibitors of Pseudomonas aeruginosa VIM-2 metallo-beta-lactamase | purified VIM-2, nitrocefin hydrolysis, epi-absorbance fluorescence | inhibition, % at 5.6 µM | 290,000 compounds, 0.89% hits;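 active = inhibition above the mean of all tested compounds plus 3 SD, cutoff set per screening run, cut at about 7.5% in these data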;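 note: red hydrolysis product quenches plate fluorescence so inhibitors raise well fluorescence; 0% = enzyme with DMSO and 100% = DMSO without enzyme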
# IMP-1 inh: blocks Pseudomonas aeruginosa IMP-1 metallo-beta-lactamase; purified IMP-1, nitrocefin hydrolysis, epi-absorbance fluorescence; inhibition, % at 5.6 µM; 290,000 compounds, 0.45% hits; AID 1556;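 active = inhibition above the mean plus 3 SD of all compounds in the same screening run, cut at about 4.5% in these data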;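 note: 0% = IMP-1 with DMSO and 100% = DMSO wells lacking enzyme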
#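 System: Purified recombinant IMP-1 metallo-beta-lactamase enzyme | Measured by: Fluorescence quenching readout, ex 480/em 530 nm | Replication: Singlicate | Incubation: 15 min preincubation plus 25 min reaction at 25 °C | Evaluation: Percent inhibition from optical density relative to buffer-blank wells | Benchmarks: DMSO with and without IMP-1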
# Starred values were filed as active, the others as inactive; . = no result given.
SMILES,FID counter,PfM18AAP inh,MEKK2 WT-MEK5,MEKK2 mut-MEK5,NS3 helicase inh,NALP1 yeast inh,UBC9 SUMO inh,VIM-2 inh,IMP-1 inh
COc1ccc(C(=O)Nc2ccccc2N2CCOCC2)cc1[N+](=O)[O-],0,9,99,-1,3,20,11,-3.1,-3.0
CSCCC(NC(=O)c1ccoc1C)C(=O)O (stereo not drawn),0,-1,98,0,-2,6,3,-0.5,-4.0
CC1CCN(S(=O)(=O)c2ccc3c(ccn3CCC(=O)N3CCCCC3)c2)CC1,-43,-6,98,0,-2,5,-5,-2.1,-5.5
COc1ccccc1/C=C(\NC(=O)c1ccc(OC)c(OC)c1)C(=O)Nc1cc([N+](=O)[O-])ccc1C,3,10,97,-2,0,5,-2,-1.2,-5.0
Cc1cc(OC(=O)Cc2cccc3ccccc23)c([N+](=O)[O-])c(=O)[nH]1,-11,-10,103,0,3,34,-14,2.3,-1.3
Cn1cc(C(=O)NCc2cccs2)c(=O)c2cc(S(=O)(=O)N3CCCC3)ccc21,-1,-13,89,-3,3,9,-2,2.2,-1.8
CC(C)(C)c1ccc(S(=O)(=O)CCc2ccccn2)cc1,-15,-4,101,2,-2,1,-6,-4.0,-2.2
CCC(=O)N1CCN(CCN=CC2=C(O)CC(c3ccc(OC)cc3)CC2=O)CC1 (stereo not drawn),-18,-9,92,-2,4,39,-8,-1.3,-0.1
COc1ccc2nc(SCC(=O)Nc3cc(C)on3)c(C#N)cc2c1,-4,2,93,-1,6,16,-11,-2.7,-0.5
Cc1ccc(OCc2ccc(C(=O)NCc3cccnc3)cc2)cc1C,-13,1,104,6,1,8,10,-2.3,-2.7
CC(NC(=O)c1cc(Br)ccc1Cl)c1ccccc1 (stereo not drawn),0,7,100,1,-1,.,-5,1.8,0.3
O=c1ccnc(NCCc2ccccc2)[nH]1,-3,1,108,7,-9,19,-4,-4.7,-2.2
CSCCC(/C(O)=C(\C#N)c1nc2ccccc2[nH]1)N1C(=O)c2ccccc2C1=O (stereo not drawn),-16,6,98,19,-1,6,7,-4.4,-2.4
CCN1CCN(CCc2nc3cc(NC(=O)COc4ccccc4)ccc3n2C)CC1,8,-5,114,10,-6,26,-1,-2.0,-2.5
Cc1cc(C)c(NC(=O)CSc2nnc(-c3ccncc3)n2Cc2ccco2)c(Cl)c1,-31,-30,75,-14,16,16,1,0.4,-0.8
O=C(Nc1c(C(=O)N2CCOCC2)cnn1-c1ccccc1)c1ccc(F)cc1,-11,-3,90,0,-12,7,-6,-0.8,-0.3
COc1cccc(NC(=O)CN2C(=O)COc3ccc(S(=O)(=O)N4CCC(C)CC4)cc32)c1,-13,-6,97,-4,7,24,.,1.0,0.5
Cn1c(N)c(C(=O)COC(=O)CSc2ccc(Cl)cc2)c(=O)n(C)c1=O,-7,-8,101,-2,-10,18,7,0.0,-3.4
NC(=O)c1cc(Cl)ccc1OCC(=O)N1CCCc2ccccc21,-23,0,97,1,9,7,7,-2.1,-2.9
O=C(c1cnc2nc3ccccc3n2c1)c1cc(F)ccc1O,2,0,97,4,14,4,8,-0.5,-1.0
CN(C)C(=O)CSc1nnc(-c2ccc(S(=O)(=O)N3CCCC3)cc2)n1C,-9,-11,103,-1,8,-4,14,-0.9,0.6
C=CCn1c(CNc2ccccc2)nnc1SCC(=O)N/N=C/c1ccccc1O,-16,6,109,4,-2,8,-1,-3.4,-1.2
CCOC(=O)CSc1nnc(NC(=O)c2ccco2)s1,-3,-7,93,-8,14,31,5,0.3,-0.5
COC(=O)CCc1c(C)[nH]c(=S)[nH]c1=O,-4,11,104,1,4,-32,39,1.3,0.8
Cc1ccc(C(=O)CSc2nsc(C)c2C#N)cc1,-5,20,102,1,-10,28,-2,-1.1,-2.2
SMILES,FID counter,PfM18AAP inh,MEKK2 WT-MEK5,MEKK2 mut-MEK5,NS3 helicase inh,NALP1 yeast inh,UBC9 SUMO inh,VIM-2 inh,IMP-1 inh
Cc1ncc(S(=O)(=O)c2ccc(Cl)cc2)c(-c2ccccc2)n1,-6,6,100,1,-8,-5,3,-4.4,-2.8
COCCN(Cc1cc2cccc(C)c2[nH]c1=O)C(=O)c1ccccc1,-11,-9,104,2,8,.,6,-2.5,-3.1
COCCCNC(=O)CC(NS(=O)(=O)c1ccc(Cl)cc1)c1ccc(OC)cc1 (stereo not drawn),-13,-1,98,1,-3,6,12,-2.1,0.2
Cc1ccc(S(=O)(=O)Cn2nnnc2C(C(C)C)N2CCN(C(=O)c3ccco3)CC2)cc1 (stereo not drawn),-30,-1,110,3,-11,.,.,-3.9,-1.5
COc1ccc(/C=C/C(=O)O/N=C(\N)c2cccnc2)cc1OC,-4,2,107,5,-4,.,-12,2.2,-1.0
CCC1=Nc2cc(C(=O)NCCN3CCOCC3)ccc2Sc2ccc(Br)cc21,8,8,109,4,-66,6,-5,-2.7,-4.2
Cc1c(OCc2ccccc2)c(=O)ccn1Cc1ccc(Cl)cc1,3,-10,113,9,-14,6,-12,-3.0,-4.1
N#Cc1c(-c2ccc(Cl)cc2)cc(-c2cccs2)nc1SCC(=O)O,4,36*,102,5,5,9,.,0.2,-5.7
O=C(NCCO)C1CCN(C(=O)c2ccc(-c3ccccc3)cc2)CC1,-5,-9,99,-6,-10,23,10,0.1,-1.8
C/C(Cl)=C/CSc1nn2c(=O)c3ccccc3nc2s1,2,4,107,19,6,7,17,1.4,-7.5
Cc1ccccc1NC(=O)NCC1CCCO1 (stereo not drawn),-4,6,101,2,-3,20,12,-2.6,-2.6
O=C(OCCn1cncn1)c1cc2ccccc2oc1=O,1,11,97,-2,-2,-1,17,0.9,-1.8
COC(=O)COc1ccc(S(=O)(=O)Nc2ccc3c(c2)OCO3)cc1Cl,-2,-9,95,2,-7,-10,9,-0.7,-4.7
CCC(C)NC(=O)Nc1ccc(Br)cc1Cl (stereo not drawn),-4,7,78,-24,-1,-12,12,0.6,2.9
NS(=O)(=O)c1ccc(CCNC(=O)Cc2ccc(S(=O)(=O)N3CCCC3)s2)cc1,-7,-4,99,-2,7,9,18,-1.2,-1.4
COCC1CCCN(Cc2nc(Cc3ccccc3)no2)C1 (stereo not drawn),-10,-15,96,-7,0,21,7,2.1,-1.7
CCN(CC)S(=O)(=O)c1ccc(/C=C/C(=O)Nc2ccccc2N2CCOCC2)cc1,-39,3,87,-17,-6,11,-11,-3.0,-3.2
Cc1cc(C(=O)Nn2cnnc2)ccc1[N+](=O)[O-],2,46*,102,6,2,2,-1,-2.9,-5.9
CCC1(COC(=O)Nc2cccc(Cl)c2)COC1,-7,0,106,2,1,2,7,-0.5,-0.7
O=C(CCc1c[nH]c2ccccc12)OCc1cccc(C(F)(F)F)c1,-11,-7,110,6,2,15,-5,1.5,-1.9
Cc1cc(C)c(OCC(=O)Nc2ccc(NC(=O)c3ccco3)cc2)c([N+](=O)[O-])c1,-18,3,97,-3,-5,22,12,-3.0,-1.3
COC(=O)CSc1nnc(CNC(=O)c2cc(OC)c(OC)c(OC)c2)n1C,-7,-11,97,1,-3,-23,5,-1.0,-3.5
Cc1ccc(NC(=O)COC(=O)c2ccn(C)n2)cc1,-4,4,106,7,0,.,13,-1.9,-1.0
COc1ccccc1N(CC(O)COc1c(C)cc(C)cc1C)S(=O)(=O)c1ccccc1 (stereo not drawn),-20,-1,100,2,-5,33,-16,-2.3,-1.5
COc1ccc(-c2cn(-c3ccc(SC(F)F)cc3)c3[n+]2CCC3)cc1OC,1,-14,96,-2,-1,28,2,1.0,-0.6

# Three of the entries above in order of the PfM18AAP inh value, falling:
SMILES	PfM18AAP inh
Cc1cc(C(=O)Nn2cnnc2)ccc1[N+](=O)[O-]	46*
C/C(Cl)=C/CSc1nn2c(=O)c3ccccc3nc2s1	4
COc1ccccc1N(CC(O)COc1c(C)cc(C)cc1C)S(=O)(=O)c1ccccc1 (stereo not drawn)	-1

# Quoted from the listing:
# `CCC1=Nc2cc(C(=O)NCCN3CCOCC3)ccc2Sc2ccc(Br)cc21` in NALP1 yeast inh has 6
# `CCC1(COC(=O)Nc2cccc(Cl)c2)COC1` in MEKK2 WT-MEK5 has 106

# The list continues:
SMILES,FID counter,PfM18AAP inh,MEKK2 WT-MEK5,MEKK2 mut-MEK5,NS3 helicase inh,NALP1 yeast inh,UBC9 SUMO inh,VIM-2 inh,IMP-1 inh
COc1ccccc1-c1cc(C(F)(F)F)n2ncc(S(=O)(=O)c3ccccc3)c2n1,1,5,98,4,-3,-12,-2,-4.5,-1.7
Cc1ccccc1CS(=O)(=O)CCC(=O)NCc1ccccn1,-1,6,97,1,-4,5,-16,-1.2,2.4
O=C(Nc1ccnn1C1CCN(C(=O)c2cccc(C(F)(F)F)c2)CC1)C1CC1,-17,6,99,0,7,-4,0,-2.1,-3.3
CCCCCc1ccc(S(=O)(=O)NCCc2ccncc2)cc1,-20,-7,105,5,-3,23,0,-1.4,-1.1
Cc1ccccc1NC(=O)CSc1nc(O)cc(=O)n1C,-40,3,102,2,5,.,-12,-2.8,-1.4
COc1ccc(S(=O)(=O)N2CCN(c3ncccn3)CC2)cc1OC,-12,-2,97,-8,8,25,9,0.0,2.8
N#Cc1ccc(NC(=S)Nc2ccccc2)cc1,0,2,99,-2,-4,7,-8,-6.7,-4.7
CCCCn1c(SCC(=O)NCc2ccccc2)nc2ccc(N3CCOCC3)cc2c1=O,-21,14,95,-4,13,.,6,-5.2,-3.9
O=C(NC1CCCC1)[C@@H]1CSC2c3ccccc3C(=O)N21 (stereo partly drawn),-5,-3,101,6,5,8,.,-0.9,-1.8
O=C(C1CCCO1)N1CCN(C(=S)Nc2cccc(F)c2)CC1 (stereo not drawn),-4,-1,105,5,-3,10,2,-0.2,-0.8
Cc1sc2ncnc(SCC(=O)c3ccc(O)cc3O)c2c1C,-6,-2,103,4,-6,.,28,-3.2,-4.8
CCN1CCN(C(=O)c2ccc(CN(c3ccc(C)c(C)c3)S(C)(=O)=O)cc2)CC1,10,-5,116,17,5,-8,-9,-4.0,-3.1
C[C@H]1CC[C@@]2(O[C@H](CCO)C[C@@H](O)[C@@H]2O)O1,-2,-7,103,4,14,13,5,-0.9,-2.5
CCCn1nc(C(=O)OCC(=O)c2c(N)n(C)c(=O)n(C)c2=O)c2ccccc2c1=O,-10,2,111,10,-1,2,-6,11*,-3.3
CN(CCc1cnn(C)c1)Cc1cn(C)nc1-c1ccc2c(c1)OCCO2,6,7,87,-11,-4,4,1,-4.8,1.9
COc1cccc(CC(=O)Nc2nc(-c3ccc(OC)c(OC)c3)cs2)c1,-26,-8,100,-2,-31,4,-8,0.6,-2.0
Cc1csc(SC(C)c2nc3scc(-c4ccccc4)c3c(=O)[nH]2)n1 (stereo not drawn),-22,-8,104,6,1,.,-16,-0.1,-1.6
COc1ccc(S(=O)(=O)NC(C)C(=O)NCc2cccnc2)cc1OC (stereo not drawn),-4,-9,93,-3,7,0,10,-1.2,-3.0
Cc1ccc(Cn2c(=N)c(C(=O)NCc3ccco3)cc3c(=O)n4ccccc4nc32)cc1,-4,12,.,.,15,-38,31,-0.3,-0.9
Clc1ccccc1-c1nn2c(-c3ccncc3)nnc2s1,5,-1,99,0,-2,-11,-4,22*,-3.0
Cc1ccc(S(=O)(=O)Nc2ccccc2/C=N/c2nc3ccccc3n2C(C)C)cc1,11,8,98,-1,18,27,16,-1.3,-1.5

# Screens: PubChem, several laboratories
